# PKM2 activator: qHTS Assay for Activators of Human Muscle isoform 2 Pyruvate Kinase | Pyruvate kinase PKM (Homo sapiens), P14618 | purified PKM2, Kinase-Glo ATP luminescence, activation; response scale: 0% is enzyme alone, no compound | Potency, µM (top dose mostly 57.5 µM), inactives show top-dose activation, usual class: activators | actives 0.34% (n = 260,000) | AID 1631, 2009; further: potency means the concentration at half of the fitted maximal effect; on the % scale 0 is the no-effect control and ±100 the full control effect; nearly all actives have a fitted effect of over 55% in size
#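 ATP formation by purified human PK-M2, quantified via coupled luciferase luminescence after 1 h at room temperature with 0.1 mM ADP and 0.5 mM PEP final.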
# USP2a block: qHTS Assay for Inhibitors of Ubiquitin-specific Protease USP2a Using CHOP2 as the Reporter. Ubiquitin carboxyl-terminal hydrolase 2 (Homo sapiens), O75604. USP2 core, Ub-CHOP2 coupled fluorogenic reporter, 485/531. actives 0.01% (n = 330,000). AID 463254, 2010. Potency, µM (doses to about 38.3 µM), inactives show at the highest dose activity change, negative = inhibition, most hits filed as inhibitors;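 further: potency means the concentration at half of the fitted maximal effect; plate controls were DMSO wells for no effect and full inhibition by NEM control for full effect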
#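 Cell-free coupled assay: 10nM USP2 core preincubated 30min RT with compound in Tris-HCl pH 8.0/CaCl2/CHAPS buffer, then 25nM Ub-CHOP2 and 25nM reporter substrate; fluorescence (Ex 485/Em 531) read after 60min RT, normalized to NEM inhibition, concentration-response curves fitted.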
# B2AR arrestin: qHTS assay of beta-arrestin-biased ligands of beta2-adrenergic receptor; beta-arrestin recruitment to beta2AR, cell-based reporter; Potency, µM (doses to about 46.1 µM), for the others: at the highest dose activation, most hits filed as activators; Beta-2 adrenergic receptor (Homo sapiens), P07550; actives 0.02% (n = 330,000);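 further: potency means the concentration at half of the fitted maximal effect; 0% = DMSO controls and full agonism = EC100 isoproterenol or metaproterenol; nearly all actives have a fitted effect of over 65% in size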
# Giardia kill: Small Molecules that selectively kill Giardia lamblia: qHTS; Giardia lamblia trophozoite viability; activity change, % at 7.66 µM, hits read low; actives 0.15% (n = 340,000); in the data active means activity change below about -80%; inconclusive means between about -30% and that limit;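 further: parasites exposed to compound for two days anaerobically before the ATP read; on the % scale 0 is the no-effect control and ±100 the full control effect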
#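 Killing of trophozoites was scored by loss of ATP luminescence after a 48 hrs anaerobic exposure to compounds at 37 deg C, using 100 cells per well.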
# Coupling enz: qHTS Assay for Inhibitors of Fructose-1,6-bisphosphate Aldolase from Giardia Lamblia: Coupling assay counterscreen | actives 0.67% (n = 290,000) | activity change, negative = inhibition, % at 58.2 µM, hits read low | coupling enzyme system counterscreen, AmpLite Red fluorescence; in the data active means activity change below about -30%; further: on the % scale 0 is the no-effect control and ±100 the full control effect
#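 Coupling enzymes only (glyceraldehyde-3-phosphate) + compound, at 57.5 uM final, 10 min RT; add substrate/coupling/AmpLite Red mix, 20 min RT; fluorescence ex 525/em 598 nm. Actives flag coupling-system interference.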
# TRPV1 ag: HTS Assay for Compounds that Act as Agonists of the Vanilloid Receptor 1; Transient receptor potential cation channel subfamily V member 1 (Homo sapiens), Q8NER1; TRPV1-expressing cells, Fluo-8 calcium influx, agonist mode; activation, % at 8.33 µM; actives 0.19% (n = 320,000); AID 540275, 2011; in the data active means activation above about 80%; inconclusive means between about 30% and that limit; further: 0% is about no effect
#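 Cells expressing TRPV1 were dye-loaded with Fluo-8 and read kinetically: 10 s baseline, 3 min after compound (agonist portion), then 2 min after EC20 capsaicin (allosteric enhancer portion). Calcium-bound dye fluorescence at 480/520 nm.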
# Menin MLL FP TR: qHTS Assay for Inhibitors Targeting the Menin-MLL Interaction in MLL Related Leukemias: Competition With Texas Red Labeled MLL-derived Mutant Peptide; Menin + Texas Red MLL mutant peptide, fluorescence polarization; Potency, µM (highest dose often 61.6 µM), for inactives: top-dose FP activity change, negative = inhibition, hits mostly inhibitors; actives 0.23% (n = 270,000); AID 1768, 2009; active means well fitted inhibition curve with a large enough effect in the polarisation, with a control signal flat, not every such curve was filed as active; inconclusive means small, poorly fitted or top-dose-only effect, or effect the other way, or a change in a side signal; inactive means no such curve, though single readings can be large or run the other way; the % refers to the polarisation; further: potency means the concentration at half of the fitted maximal effect; % of control where 0% means no effect; many of its hits are not listed in these tables
# Target sequence (O00255 whole entry, looked up): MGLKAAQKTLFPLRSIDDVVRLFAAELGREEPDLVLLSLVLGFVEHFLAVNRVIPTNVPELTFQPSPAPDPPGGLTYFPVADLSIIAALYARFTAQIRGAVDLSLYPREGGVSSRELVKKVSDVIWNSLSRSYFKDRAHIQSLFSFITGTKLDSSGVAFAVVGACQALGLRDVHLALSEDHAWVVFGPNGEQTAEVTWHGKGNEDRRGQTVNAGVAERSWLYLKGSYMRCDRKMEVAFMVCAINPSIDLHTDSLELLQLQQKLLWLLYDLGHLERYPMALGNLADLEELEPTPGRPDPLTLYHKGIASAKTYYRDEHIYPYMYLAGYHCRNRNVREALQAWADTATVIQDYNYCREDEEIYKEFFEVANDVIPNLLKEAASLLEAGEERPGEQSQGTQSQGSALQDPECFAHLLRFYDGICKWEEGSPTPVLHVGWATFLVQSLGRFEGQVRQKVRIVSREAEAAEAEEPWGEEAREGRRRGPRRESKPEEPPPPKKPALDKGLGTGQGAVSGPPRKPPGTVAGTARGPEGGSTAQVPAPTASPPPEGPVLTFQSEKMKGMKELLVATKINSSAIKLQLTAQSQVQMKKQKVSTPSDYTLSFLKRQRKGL
# GALK inh: qHTS Assay for Inhibitors of Human Galactokinase (GALK); actives 0.007% (n = 270,000); P51570; Potency, µM (series often up to 57.5 µM), inactives show at the top dose activity change, negative = inhibition, usual class: inhibitors; Purified GALK, Kinase-Glo residual ATP luminescence; further: potency means the concentration at half of the fitted maximal effect; on the % scale 0 is the no-effect control and ±100 the full control effect
# Target sequence (P51570 whole entry, looked up): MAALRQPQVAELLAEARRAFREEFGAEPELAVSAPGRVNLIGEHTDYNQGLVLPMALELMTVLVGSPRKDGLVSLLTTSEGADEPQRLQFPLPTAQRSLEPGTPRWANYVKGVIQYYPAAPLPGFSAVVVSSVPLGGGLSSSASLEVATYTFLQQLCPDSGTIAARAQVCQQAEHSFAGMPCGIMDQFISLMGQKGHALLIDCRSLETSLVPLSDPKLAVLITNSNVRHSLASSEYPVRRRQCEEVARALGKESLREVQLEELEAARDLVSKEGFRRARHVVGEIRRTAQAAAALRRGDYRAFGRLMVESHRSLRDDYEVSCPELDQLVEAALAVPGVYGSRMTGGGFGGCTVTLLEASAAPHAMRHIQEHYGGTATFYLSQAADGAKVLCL
#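 5 nM enzyme, 35 uM ATP, 100 uM galactose, 20 mM HEPES pH8.0, 5 mM MgCl2; 1 h RT; residual ATP by Kinase-Glo Plus luminescence, qHTS format.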
# MLL CXXC-DNA inh: qHTS Fluorescence Polarization Assay for Inhibitors of MLL CXXC domain - DNA interaction; Histone-lysine N-methyltransferase 2A (Homo sapiens), Q03164; MLL-CXXC / FITC-HOXA9 DNA fluorescence polarization; Potency, µM (highest dose often 115 µM), without a hit: at the highest dose activity change, negative = inhibition, usual class: inhibitors; actives 0.037% (n = 290,000); AID 2662, 2010; active means well fitted inhibition curve with a large enough effect in the polarisation, with a control signal flat, not every such curve was filed as active; inconclusive means small, poorly fitted or top-dose-only effect, or effect the other way, or a change in a side signal; inactive means no such curve, though single readings can be large or run the other way; the % refers to the polarisation; further: potency means the concentration at half of the fitted maximal effect
#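 Fluorescence polarization: 7 uM MLL-CXXC (stock) preincubated 5 min with compounds, then 50 nM fluorescein-HOX-A9 DNA (stock) added; 30 min ambient. Buffer 50 mM Tris-HCl pH 7.5, 50 mM NaCl, 1 mM DTT, 0.05% BSA.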
# KCNH2 3.1 block: qHTS for Inhibitors of KCHN2 3.1: Mutant qHTS | actives 0.95% (n = 340,000) | activity change, % (tested at about 1.8 µM) | U2OS KCNH2 3.1, thallium flux FluxOr; active compounds read low;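 active means maximum activity change below -70%; inconclusive means maximum activity change from -70% to -50%; inactive means maximum activity change above -50%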;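 further: thallium influx rate constant from kinetic fluorescence after stimulation buffer; on the % scale 0 is the no-effect control and ±100 the full control effect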
#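 Thallium flux read-out: FluxOr dye with Red40 quencher in HBSS/HEPES, 45 min at RT. Rate constants from kinetic reads were normalized to positive and negative DMSO controls. Cells: U2OS virally expressing the 3.1 isoform.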
# hERG WT inh: qHTS for Inhibitors of KCHN2 3.1: Wildtype qHTS; Voltage-gated inwardly rectifying potassium channel KCNH2 (Homo sapiens), Q12809; U2OS, BacMam KCNH2, thallium flux FluxOr; active compounds read low; activity change, % at 1.84 µM; actives 0.37% (n = 340,000);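 active means maximum activity change below -70%; inconclusive means maximum activity change between -70% and -50%; inactive means maximum activity change above -50%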; further: on the % scale 0 is the no-effect control and ±100 the full control effect
#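 U2OS cells transduced with wild-type KCNH2 virus are loaded with FluxOr dye for 45 min, and thallium flux is measured in kinetic reads before and after stimulation buffer. Rate constants are normalized to DMSO controls.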
# Starred values were filed as active, the others as inactive; ? = inconclusive; · = not tested or not shown; [ ] = another dose, or the depositor's remark. Unless noted, the call rests on the fitted dose curve; in most records, active means well fitted curve in the direction sought with a large enough effect; inconclusive means small, poorly fitted or top-dose-only effect, or another doubt; inactive means no such curve, though single readings can be large; an effect the other way counts as inactive or inconclusive.
smiles	Coupling enz	TRPV1 ag	Menin MLL FP TR	PKM2 activator	GALK inh	Giardia kill	MLL CXXC-DNA inh	KCNH2 3.1 block	USP2a block	hERG WT inh	B2AR arrestin
Cc1cc(S(=O)(=O)NCc2ccc(S(N)(=O)=O)cc2)c(C)s1	-1	-1	12%	0%	0%	1	-4%	-3	2%	-13	0.1%
O=C(NCC1CCCO1)c1cc2c(s1)CCC2 (stereo not given)	-1	8	17%	-17%	-1%	-22	0%	-3	1%	4	0.2%
O=S(=O)(Nc1nc2ccccc2nc1N1CCN(c2ccccn2)CC1)c1ccc(Cl)cc1	14	20	?	1%	-2%	-16	?	4	1%	3	-0.5%
COc1ccc(NC(=O)CSc2nnc(C(C)C)n2N)cc1	3	1	-15%	-6%	1%	-17	1%	19	4%	-11	-0.9%
CC(=O)N1CCN(CC(=O)Nc2ccccc2C(=O)NCc2ccc(C)cc2)CC1	1	-1	1%	·	-1%	-28	0%	5	2%	-6	-0.2%
CCOC(=O)c1c(NC(=O)CN2CCOCC2)sc(C(=O)NC)c1C	3	7	-2%	-3%	0%	-2	8%	4	1%	4	0.1%
COc1ccc(OC)c(-c2nn(-c3ccccc3)cc2C(=O)N2CCc3ccccc3C2)c1	·	?	·	·	·	-3	·	-10	2%	-6	0.4%
O=C(CN1C(=O)c2cccc3cccc(c23)C1=O)N1CCCCC1	-1	7	-4%	-7%	1%	-6	12%	-1	4%	1	-1.1%
Cc1ccc(-n2ncc3c2CCCC3NC(=O)CSc2ccccn2)cc1C (stereo not given)	4	20	-25%	3%	-4%	-10	?	-21	0%	-6	0.1%
COC(=O)c1ccc2c(=O)n(NC(C)=O)c(=S)[nH]c2c1	4	2	-18%	11%	0%	2	4%	3	3%	-2	0.2%
CCn1c(-c2ccccc2)csc1=Nc1ccc(O)cc1	0	-2	-16%	-2%	6%	-7	5%	-39	-6%	6	0.2%
O=[N+]([O-])c1c(NCCO)cc(N2CCN(Cc3ccc4c(c3)OCO4)CC2)c2nonc12	-2	2	-2%	0%	0%	0	-4%	11	?	-4	-0.7%
Cc1cc(C)nc(SCc2nc(N)nc(-c3ccccc3O)n2)n1	0	9	23%	3%	-1%	-1	23%	-1	0%	2	3.8%
C=CCn1cnc2scc(-c3ccc(C)c(C)c3)c2c1=O	-4	19	-16%	-2%	1%	8	-21%	5	2%	·	-0.1%
c1ccc(-c2cn(-c3ccccc3)c3ncnc(N4CCCCC4)c23)cc1	1	12	?	-6%	1%	-8	15%	-1	-2%	4	0.0%
Cn1cccc1/C=N/NC(=O)c1cccnc1	2	-8	-21%	11%	0%	15	1%	6	-2%	-2	-0.2%
O=C1C2CCc3ccccc3C2N1c1ccccc1 (stereo not given)	·	9	·	·	·	-2	·	4	1%	-6	0.4%
CCc1ccc(S(=O)(=O)N2c3ccc(C)cc3C3CN(C)CCC32)cc1 (stereo not given)	·	13	·	·	·	-29	·	0	1%	38	0.4%
O=C(Cn1cnc2cc([N+](=O)[O-])ccc2c1=O)NCCc1ccc(Cl)cc1	1	-3	?	-2%	4%	-8	3%	12	0%	10	-0.4%
CCCC(=O)N(c1ccc(OCC)cc1)C1C=CS(=O)(=O)C1 (stereo not given)	-1	0	21%	-12%	0%	-9	7%	13	2%	9	0.0%

# Compound profiles (already shown).
# O=C(NCC1CCCO1)c1cc2c(s1)CCC2 (stereo not given) in the list: Coupling enz = -1; TRPV1 ag = 8; Menin MLL FP TR = 17%; PKM2 activator = -17%; GALK inh = -1%; Giardia kill = -22; MLL CXXC-DNA inh = 0%; KCNH2 3.1 block = -3; USP2a block = 1%; hERG WT inh = 4; B2AR arrestin = 0.2%
# O=C(CN1C(=O)c2cccc3cccc(c23)C1=O)N1CCCCC1 in the list: Coupling enz = -1; TRPV1 ag = 7; Menin MLL FP TR = -4%; PKM2 activator = -7%; GALK inh = 1%; Giardia kill = -6; MLL CXXC-DNA inh = 12%; KCNH2 3.1 block = -1; USP2a block = 4%; hERG WT inh = 1; B2AR arrestin = -1.1%

# Reprinted at random: 2 compounds from above
smiles	Coupling enz	TRPV1 ag	Menin MLL FP TR	PKM2 activator	GALK inh	Giardia kill	MLL CXXC-DNA inh	KCNH2 3.1 block	USP2a block	hERG WT inh	B2AR arrestin
O=S(=O)(Nc1nc2ccccc2nc1N1CCN(c2ccccn2)CC1)c1ccc(Cl)cc1	14	20	?	1%	-2%	-16	?	4	1%	3	-0.5%
COc1ccc(NC(=O)CSc2nnc(C(C)C)n2N)cc1	3	1	-15%	-6%	1%	-17	1%	19	4%	-11	-0.9%

# Following part
smiles	Coupling enz	TRPV1 ag	Menin MLL FP TR	PKM2 activator	GALK inh	Giardia kill	MLL CXXC-DNA inh	KCNH2 3.1 block	USP2a block	hERG WT inh	B2AR arrestin
CCc1ccccc1-n1c(SCC(=O)Nc2ccc3c(c2)OCCO3)nc2[nH]ncc2c1=O	4	-2	-2%	1%	-1%	-10	21%	-13	-1%	5	0.5%
COCCNC(=O)C1CCN(S(=O)(=O)N2CCC3(CC2)OCCO3)CC1	1	-2	?	-4%	-4%	-2	-1%	-200*	3%	-8	-0.7%
O=C(Nc1cccc(S(=O)(=O)N2CCCC2)c1)c1cccc(OC(F)F)c1	·	16	·	·	·	24	·	6	-1%	-1	0.2%
CNS(=O)(=O)c1cc(C(=O)NCc2ccco2)ccc1Cl	1	1	·	2%	-5%	-2	4%	-6	0%	-13	0.2%
COc1ccc(CC(=O)NC(C)c2ccc(S(N)(=O)=O)cc2)cc1S(=O)(=O)N1CCOCC1 (stereo not given)	·	3	·	2%	-2%	2	16%	8	5%	6	-0.8%
Cn1c(-[n+]2c(-c3ccccc3)cc(-c3ccccc3)cc2-c2ccccc2)nc2c([N+](=O)[O-])cccc21	0	?	-5%	-5%	·	5	2%	-19	-1%	-6	-0.3%
CCN(CC)CC(=O)N1CCCC(N2CCN(c3cccc(C(F)(F)F)c3)CC2)C1 (stereo not given)	4	-7	26%	4%	3%	2	-2%	7	2%	13	0.0%
CCOC(=O)c1cccnc1NC(=O)c1ccncc1	2	-1	2%	-8%	1%	15	2%	1	0%	5	6.5%
Cc1cc(C)c(NC(=O)CSc2ccc(-c3cccnc3)nn2)c(C)c1	-3	6	-16%	8%	-1%	-9	0%	5	-2%	2	2.7%
CCC(=O)c1cc(F)ccc1OCC(=O)Nc1ccc2c(c1)OCCO2	·	1	·	·	·	2	·	11	-2%	-1	-0.2%
CCOCCn1c(CN2CCN(c3ccc(F)cc3)CC2)nc2c1c(=O)n(C)c(=O)n2C	0	2	-10%	8%	3%	23	-2%	-19	-4%	15	-1.2%
CCCc1cc(=O)n2[nH]c(-c3ccc(C)cc3)cc2n1	-4	-4	-20%	-2%	0%	-11	-2%	7	-1%	-3	-0.5%
O=C(c1ccccc1)N(Cc1ccc(F)cc1)C1CCS(=O)(=O)C1 (stereo not given)	6	-3	0%	18%	-2%	20	-1%	-40	-1%	-7	-1.1%
COc1ccc(CNC(=O)CCSCc2ccccc2Cl)c(OC)c1	0	16	-8%	-1%	1%	1	-2%	-3	-1%	2	-0.6%
O=C1CNC(=O)/C1=C\c1ccc(O)cc1	-1	-2	25%	2%	1%	2	-24%	4	5%	0	-0.2%
O=C(COc1ccccc1)NC(=S)Nc1cccc(NC(=O)c2ccccc2Cl)c1	0	-1	?	-14%	-1%	-16	4%	-12	2%	10	-0.1%
CCN(CC(=O)NCc1ccc(F)cc1)Cc1nc2ccccc2c(=O)[nH]1	0	0	5%	-2%	5%	-6	3%	1	1%	-7	0.4%
COc1cccc(C(=O)Nc2cccc(NC(=O)c3ccccc3Cl)c2)c1	-3	-1	42%[activator]	3%	-2%	11	7%	5	-2%	-3	-0.1%

# Bioassay records (PubChem)

# This is a subset. The share of hits here may be higher or lower than overall.
